# Screens as filed in PubChem.
# RECQ1 inh – RECQ1 (human) helicase inhibition. RECQ1 DNA unwinding, red fluorescence kinetic read. Potency, µM (series often up to 57.3 µM), for inactives: at the highest dose activity, negative = inhibition, most hits filed as inhibitors. hit rate 0.54% among 240,000;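 also: plate controls were vehicle for no effect and no enzyme for full effect; nearly all actives have a fitted effect of over 30% in size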
# Target sequence (P46063 whole entry, looked up): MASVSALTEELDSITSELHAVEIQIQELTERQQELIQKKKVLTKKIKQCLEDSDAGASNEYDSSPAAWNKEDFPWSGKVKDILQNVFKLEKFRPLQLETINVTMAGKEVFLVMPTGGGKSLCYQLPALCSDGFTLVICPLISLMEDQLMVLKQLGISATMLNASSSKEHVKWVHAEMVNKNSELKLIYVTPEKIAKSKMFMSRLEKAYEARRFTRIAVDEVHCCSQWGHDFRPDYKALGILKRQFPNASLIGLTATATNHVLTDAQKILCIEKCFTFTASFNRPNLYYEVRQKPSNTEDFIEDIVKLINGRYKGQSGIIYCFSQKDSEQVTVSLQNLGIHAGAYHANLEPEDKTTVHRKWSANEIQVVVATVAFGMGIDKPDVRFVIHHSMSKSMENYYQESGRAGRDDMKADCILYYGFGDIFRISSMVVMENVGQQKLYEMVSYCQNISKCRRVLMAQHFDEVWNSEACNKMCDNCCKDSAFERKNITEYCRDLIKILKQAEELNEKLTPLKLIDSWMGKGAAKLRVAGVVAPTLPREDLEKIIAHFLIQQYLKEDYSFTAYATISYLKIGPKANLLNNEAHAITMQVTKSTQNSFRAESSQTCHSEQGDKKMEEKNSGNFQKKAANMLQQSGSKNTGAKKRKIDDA
#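 RECQ1T1 50 nM; forked duplex (20 bp + 30-nt ss tails) 200 nM, ATP 2 mM final; pH 8.0, 2 mM MgCl2, 2.5 ug/ml poly(dI-dC); 15 min compound preincubation; discontinuous kinetic read over 2 h at RT.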
# TR SRC2 fluor cs – Texas Red fluorescence interference in TRb-SRC2 counter-screen; TRb/SRC2 Texas Red total fluorescence interference; Potency, µM (highest dose often 106 µM), without a hit: at the top dose fluorescence change, negative = quenching; hit rate 0.29% among 280,000; AID 1479; active = well fitted curve in either direction with a large enough effect; inconclusive = small, poorly fitted or top-dose-only effect; also: % is scaled to controls: 0 for no effect and ±100 for the full control effect
#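 Human TRβ ligand-binding domain (0.6 uM) and Texas Red SRC2 peptide (20 nM) in Tris buffer with 1 uM T3 and 5% DMSO were incubated with pinned compound for 5 hr at ambient temperature. Total fluorescence was computed as S + 2P (555/632 nm).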
# TRb SRC2 PPI – inhibitors of human thyroid hormone receptor beta-SRC2 interaction | P10828 | TRbeta-SRC2 peptide binding, fluorescence polarization; receptor liganded with 1 µM T3 | Potency, µM (series often up to 106 µM), for the others: at the highest dose activity change, negative = inhibition, hits mostly inhibitors | hit rate 0.065% among 280,000;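 also: plate controls were bound peptide for no effect and peptide without receptor for full effect; nearly all actives have a fitted effect of over 50% in size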
#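 Fluorescence polarization of 20 nM Texas Red SRC2 peptide (20-aa NR interaction domain) bound to 0.6 uM human TRb ligand-binding domain, with 1 uM T3, after 5 hr at ambient temperature; inhibition seen as decreased polarization.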
# Tau fibril FP – blocks human tau fibril formation measured by polarization; P10636; K18 P301L tau heparin fibrillization, Alexa594 FP, 6 h; Potency, µM (highest dose often 57.7 µM), without a hit: at the top dose activity, negative = inhibition, most hits filed as inhibitors; hit rate 0.39% among 280,000; AID 1468; also: % is scaled to controls: 0 for no effect and ±100 for the full control effect; nearly all actives have a fitted effect of over 55% in size
# Target sequence (P10636 561-689 P618L limits assumed): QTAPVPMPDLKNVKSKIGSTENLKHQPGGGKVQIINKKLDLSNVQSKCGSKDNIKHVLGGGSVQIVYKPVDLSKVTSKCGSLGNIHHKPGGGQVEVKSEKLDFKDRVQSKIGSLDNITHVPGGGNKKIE
#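 Compound effects on tau fibrillization are measured by Alexa 594 fluorescence polarization (ex 555, em 632 nm). K18 P301L tau is used at 15 uM with 0.24 uM labeled tracer, and 20 uM heparin induces aggregation over 6 hr at 37 C.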
# Tau fibril ThT – tau fibrillization inhibition (ThT binding) | P10636 | Potency, µM (doses to about 57.4 µM), without a hit: at the highest dose activity, negative = inhibition, most hits filed as inhibitors | hit rate 2.1% among 270,000 | recombinant tau K18 P301L, heparin-induced fibrillization, ThT fluorescence | AID 1460; also: % is scaled to controls: 0 for no effect and ±100 for the full control effect; nearly all actives have a fitted effect of over 55% in size
#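 K18 P301L tau (15 uM + 0.24 uM Alexa 594-tagged), heparin 20 uM, NaOAc pH 7, 6 h 37 C; ThT 30 uM, 1 h RT, ex 450/em 510 nm.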
# L3MBTL1 block – inhibitors of human L3MBTL1; Q9Y468; AlphaScreen L3MBTL1–H3K9me1 peptide binding; Potency, µM (top dose mostly 57.1 µM), without a hit: at the top dose activity, negative = inhibition, hits mostly inhibitors; hit rate 0.66% among 230,000; AID 485360; also: % is scaled to controls: 0 for no effect and ±100 for the full control effect; nearly all actives have a fitted effect of over 60% in size
#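 Displacement of a biotinylated histone H3(1-15) peptide monomethylated at Lys9 (75 nM) from L3MBTL1 (50 nM) was measured by AlphaScreen after a 30 min room-temperature compound incubation; cefsulodin titration served as intraplate control.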
# HTT ATP protect – protects HTT-Q103 PC12 cells, measured by ATP; PC12 HTT-Q103 induced, cytoprotection, ATP luminescence, 40 h; Potency, µM (highest dose often 56.4 µM), for the others: cytoprotection (ATP increase), most hits filed as activators; hit rate 0.14% among 230,000; AID 1471;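 also: % of control where 0% means no effect; nearly all actives have a fitted effect of over 45% in size; toxic huntingtin expression switched on by the ecdysone agonist tebufenozide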
#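 PC12 cells stably carrying ecdysone-inducible Htt exon 1 (Q103)–GFP were induced with 100 nM tebufenozide (final) alongside library compounds in a dose series. Cytoprotection was scored as retained ATP by ATPlite luminescence.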
# Tau fluor cs – counter-screen for tau fibril formation inhibitors; tau K18 P301L Alexa594 fluorescence, heparin fibrillization; AID 1463; hit rate 0.93% among 280,000; Potency, µM (top dose mostly 57.7 µM), inactives show at the top dose activity change, negative = decrease; also: % is scaled to controls: 0 for no effect and ±100 for the full control effect; nearly all actives have a fitted effect of over 55% in size
#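 Human tau K18 P301L (15 uM unlabeled, 0.24 uM Alexa 594-labeled) in 100 mM sodium acetate pH 7 with 20 uM heparin, 6 hr at 37 C. ThT 30 uM added, 1 hr ambient; Alexa 594 FP and total fluorescence read at 555/632 nm.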
# Active calls of the source: *; i = inactive; ? = inconclusive; . = no result given; & = joins results of further samples; [ ] = another dose, or the depositor's remark. Unless noted, calls follow the shape of the dose curve; as a rule, active = well fitted curve in the direction sought with a large enough effect; inconclusive = small, poorly fitted or top-dose-only effect, or another doubt; inactive = no such curve, though single readings can be large; an effect the other way counts as inactive or inconclusive. Potency is read from the fitted curve at half-maximal effect.
SMILES,RECQ1 inh,TR SRC2 fluor cs,TRb SRC2 PPI,Tau fibril FP,Tau fibril ThT,L3MBTL1 block,HTT ATP protect,Tau fluor cs
Cc1cn(S(=O)(=O)c2ccc(Cl)cc2)c(C)n1,-4%,-1%,1%,-2%,-4%,0%,0%[10 µM],-2%
Cc1ccc(S(=O)(=O)Nc2cccc(C(=O)Nc3cc(C)ccn3)c2)cc1,-11%,-5%,3%,-8%,-6%,.,16%,-21%
COc1ccc(C(=O)N2CCC(C(=O)Nc3cccc(C)c3)CC2)cc1OC,i,1%,-1%,3%,-5%,3%,9%,-1%
CCCCCc1nc2sc3c(c2c(=O)n1NC(=O)c1ccc([N+](=O)[O-])cc1)CC(C)(C)OC3,-7%,-1%,-2%,14%,-13%,-6%,2%[10 µM],-27%
CCSc1nnc(NC(=O)C(C)(C(F)(F)F)C(F)(F)F)s1,i,-7%,1%,7%,1%,.,-44%[inhibitor],-4%
CN1CCN(c2nc3ccccn3c(=O)c2/C=C(\C#N)S(=O)(=O)c2ccc(Cl)cc2)CC1,-6%,-4%,0%,-6%,-12%,-17%,15%[10 µM],-18%
CCOc1ccc(OCC)c(NC(=O)c2cc(C)nc3c2c(C)nn3-c2cccc(Cl)c2C)c1,.,3%,4%,0%,-9%,.,.,-16%
CCS(=O)(=O)n1nc(-c2ccco2)nc1N,-4%,-1%[53 µM],-6%[53 µM],-7%,0%,-2%,15%[10 µM],2%
COc1cc(OC)c2ccc(=O)oc2c1C(CCN1CCCCC1)c1ccc(N(C)C)cc1 (centres undefined),i,-4%&-6%,7%&1%,6%,-13%,.,17%[10 µM],-10%
CC1CCCN(S(=O)(=O)c2coc(C(N)=O)c2)C1 (centres undefined),2%,-2%,0%,1%,8%,52%[activator],-2%[10 µM],2%
CCOC(=O)C1CCN(c2c(NCCCN(C)C3CCCCC3)c(=O)c2=O)CC1,-6%,-1%,3%,4%,-6%,-1%,5%[10 µM],-3%
CC(C)c1ccc(C2=NC(c3ccncc3)=Nc3ccc(F)cc3N2)cc1,.,1%,-6%,10%,?,.,.,?
CCCC(CCC)C(=O)Nc1cccc(-c2nc3cccnc3s2)c1C,.,?,1%,-8%,-3%,.,.,-21%
O=C(C1CSC2(c3ccc(F)cc3)CCC(=O)N12)N1CCCCCC1 (centres undefined),0%,-1%,2%,4%,3%,.,-5%,2%
COc1ccc(-c2cn3cccnc3n2)cc1NC(=O)c1c(F)cccc1F,.,2%,-2%,?,-5%,.,.,-7%
CC(=O)Nc1ccc(C)cc1,0%,-3%,3%,.,.,-1%,6%,.
CCCn1cnc2sc(C(N)=O)c(C)c2c1=O,-14%,2%,9%,2%,-7%,.,-20%,-3%
COc1cc(-c2nc3ccc(C)cn3c2Nc2ccc(Cl)cc2)ccc1O,.,-2%,-8%,?,?,.,.,8.9µM*[quencher]
Cc1ccc(CNC(=O)Cn2c(=O)n(Cc3ccccc3)c(=O)c3c2c2cc(C)ccc2n3C)cc1,.,1%,4%,-4%,3%,.,.,2%
Cc1cc(=O)n(Cc2c(F)cccc2Cl)c2c1c(C)nn2C,.,-1%,6%,-3%,?,.,.,-8%
O=C(Nc1nnc(-c2ccccc2)o1)NC1CCCCC1,-9%,0%,-7%,0%,-9%,-12%,-26%,-4%
O=C(CSc1nnc(-c2ccc(Cl)cc2)n1-c1ccc(Cl)cc1)N/N=C/c1ccccc1C(=O)O,-1%,-3%,-3%,0%,.,.,0%[10 µM],9%
Cc1ccccc1OCc1n[nH]c(=S)n1Cc1ccccc1,-2%,-3%,0%,3%,-7%,-13%,25%[10 µM],-13%
CCCOc1ccc(CNCCCOCC)cc1OC,i,-2%,3%,-6%,-7%,.,12%,-4%
COc1ccccc1-c1cc(C(=O)NCc2cccs2)no1,i,4%,-2%,?,-4%,-3%,-13%,-16%
Cc1ccc(NC(=O)Nc2cccc([N+](=O)[O-])c2)nc1,10%,-5%,-1%,7%,-16%,.,-54%[inhibitor],-13%
COc1ccc2c(c1)CC/C2=N\NC(=O)c1ccccc1,-13%,0%,3%,8%,?,-3%,.,-2%
O=C1C(Cl)=C(NCCCO)C(=O)c2ccccc21,-2%,-2%,-7%,0%,?,.,-41%[inhibitor],-17%
CCOC(=O)c1ccccc1NC(=O)CN(c1ccccc1OC)S(=O)(=O)c1ccc(C)cc1,.,-2%,1%,?,5%,.,.,-12%
CCOC(=O)c1ccc(Oc2nc(N(C)C)nc(N3CCOCC3)n2)cc1,i,0%,3%,-1%,-6%,2%,-15%,-11%
COc1ccc(CNC(=O)CSc2nc(-c3ccc(OC)c(OC)c3)cc(C(F)(F)F)n2)cc1,.,?,-7%,5%,-8%,.,.,-15%
Cc1ccccc1NC(=O)COc1ccc2oc(=O)cc(C)c2c1,i,-1%,2%,2%,-5%,-9%,-35%[inhibitor],-8%
O=C(COc1ccccc1F)Nc1ccc2nc(SCC(=O)N3CCCC3)sc2c1,.,7%,-1%,6%,?,.,.,-27%
Cc1ccc(C(=O)C(OC(=O)CCC(=O)Nc2cccc(C)c2)c2ccccc2)cc1 (centres undefined),-12%,-3%,7%,-8%,-1%,-1%,20%,-12%
CCOC(=O)N1CCN(C(=O)CN(C)S(=O)(=O)c2ccc(OC)c(OC)c2)CC1,i,0%,2%,-4%,-2%,2%,6%[0.074 µM],-3%
CCOC(=O)c1cnc(-c2ccccc2)nc1N,0%,-1%,-20%,-6%,?,-7%,-13%[10 µM],-20%
O=S(=O)(c1cccs1)N1CCN(c2ccccn2)CC1,0%,1%,1%,10%,1%,?,4%[10 µM],3%
S=C(Nc1ccccc1Cl)N(CCCN1CCOCC1)Cc1ccccn1,-1%,-5%,-4%,2%,-7%,.,-19%,-1%
Cc1ccc(-c2cc(C(=O)NCCc3ccccc3)c3ccccc3n2)cc1C,.,-1%,3%,-4%,11%,.,.,-2%
COc1cccc(CC(=O)Nc2nc(-c3cc(OC)ccc3OC)cs2)c1,-15%,-3%,3%,?,1%,-8%,-26%,?

# Single records, as listed above. Values in the order: RECQ1 inh	TR SRC2 fluor cs	TRb SRC2 PPI	Tau fibril FP	Tau fibril ThT	L3MBTL1 block	HTT ATP protect	Tau fluor cs
# `Cc1ccc(C(=O)C(OC(=O)CCC(=O)Nc2cccc(C)c2)c2ccccc2)cc1` (centres undefined) across the screens: -12%	-3%	7%	-8%	-1%	-1%	20%	-12%
# `COc1ccc(CNC(=O)CSc2nc(-c3ccc(OC)c(OC)c3)cc(C(F)(F)F)n2)cc1` across the screens: .	?	-7%	5%	-8%	.	.	-15%
# `O=C(COc1ccccc1F)Nc1ccc2nc(SCC(=O)N3CCCC3)sc2c1` across the screens: .	7%	-1%	6%	?	.	.	-27%

# Continuation:
SMILES,RECQ1 inh,TR SRC2 fluor cs,TRb SRC2 PPI,Tau fibril FP,Tau fibril ThT,L3MBTL1 block,HTT ATP protect,Tau fluor cs
O=S(=O)(NCCc1ccccc1F)c1cccc(S(=O)(=O)N2CCOCC2)c1,-26%,-6%,0%,5%,-10%,1%,4%[10 µM],-15%
CC(=O)Nc1cccc(NC(=O)CSc2nccn2Cc2ccc3c(c2)OCO3)c1,.,-3%,4%,3%,-1%,.,.,-3%
CNc1c(N)n(Cc2ccccc2)c(=O)[nH]c1=O,i,0%,-16%,-1%,3%,.,13%,-4%
Nc1cc(N)nc(SCC(=O)NNC(=O)Cc2ccccc2)n1,-6%,-1%,6%,-4%,-6%,0%,-25%,-6%
O=C(O)c1ccc(COc2ccccc2/C=C2/NC(=O)N(c3cccc(Cl)c3)C2=O)cc1,?,-1%,8%,3%,-11%,-6%,.,-4%
Cc1ccc(-c2ccc(=O)n(CC(=O)NCCc3ccccc3)n2)cc1,.,-1%,-8%,-15%,-11%,.,.,-23%
OCCC#Cc1ccc(CN2CCN(Cc3ccccc3)C(CCO)C2)cc1 (centres undefined),19%,-1%,1%,1%,-4%,-3%,.,4%
CCOc1ccc(/C=N/NC(=O)Nc2ccccc2)cc1,33%[activator],0%,-1%,6%,6%,-10%,0%[10 µM],10%
O=C(NC1CCCc2ccccc21)c1ccc(Cl)nc1 (centres undefined),-4%,-1%,-2%,-1%,-15%,.,-3%,-14%
C=CCSc1nnc2nc3[nH]c4c(C)cccc4c3nn12,5%,-7%,0%,8%,16µM*,-2%,-11%,-15%
COc1ccc(OC)c(CNc2sc3c(c2C(=O)Nc2cc(OC)ccc2OC)CCCC3)c1,.,-4%,2%,-2%,?,.,.,?
NC(=O)c1nsc(C(=O)N(CC(=O)NC2CCCC2)c2cnc3ccccc3c2)c1N,4%,-1%,-4%,2%,0%,.,5%[10 µM],-3%
CCC(C)NC(=O)C(=O)NCC1CCCN1CC (centres undefined),-5%,2%,5%,3%,-1%,.,?,-1%
Cc1ccc(C)c(CN2C(=O)c3ccccc3S(=O)(=O)c3ccc(C(=O)N4CCN(c5ccccn5)CC4)cc32)c1,.,-6%,-4%,1%,-2%,.,.,-13%
O=C1CC(N2CCN(Cc3ccc4c(c3)OCO4)CC2)C(=O)N1c1cccc2ccccc12 (centres undefined),6%,-1%,9%,3%,0%,-4%,26%[10 µM],6%
COc1ccc(-n2cnc3cc([N+](=O)[O-])ccc32)cc1,-15%,-5%,7%,1%,-17%,-6%,.,-4%
COc1cc(OC)cc(C(=O)N/N=C/c2ccc(OC)c(COc3ccc4ccccc4c3)c2)c1,-9%,3%,-6%,?,-12%,-4%,-65%[inhibitor],?
O=C1NCCCC1C(=O)N/N=C/c1cc([N+](=O)[O-])ccc1O (centres undefined),2%,-1%,-5%,4%,-14%,-8%,11%[10 µM],-2%
CC(C)c1ccc(NC(=O)CSC2=Nc3ccccc3C3=NC(CC(=O)NCc4ccc(F)cc4)C(=O)N23)cc1 (centres undefined),.,0%,4%,-1%,?,.,.,?
O=C(CNC(=O)c1ccccc1F)OCc1cc(=O)n2ccsc2n1,.,0%,0%,-3%,-5%,.,.,-2%

# Only part of the results is shown, so the mix of outcomes need not match the whole.
